Screening data: PubChem BioAssay, Broad Institute
esBAF inh – Bmi1 luciferase reporter increase in mESCs, primary screen, esBAF inhibitor project, mouse ES cells, Bmi1 luciferase knock-in, single point; 24 h; 100% = twice the neutral-well signal; reporter increase, % at 12.5 µM; actives 2% (n = 350,000); AID 602393, 2012; in the data active means activation above about 40%;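 further: 0% = median of the plate's neutral control wells and 100% = double that signal; a rise in the Bmi1 reporter signal indicates esBAF inhibition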
FN deposit inh – inhibitors of fibronectin matrix deposition, primary screen, AH1F cells, Alexa488-fibronectin fluorescence, plate reader. AH1F fibroblasts, overnight. inhibition, % at 12.6 µM. actives 0.086% (n = 350,000). AID 743247, 2014;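 active means mean inhibition across replicates of 30% or more, regardless of how many single replicates reach that level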;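 further: positive control wells lacked labelled fibronectin entirely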
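Assay system: AH1F fibroblasts assembling fluorescent fibronectin matrix; Amount: 10000 AH1F cells per well; Buffer or medium: DMEM, 2% serum; Probe or stimulus: Alexa488-fibronectin, 24 nM final in well; Doses: single compound dose, delivered by pin transfer; Incubation: 1 h adhesion, overnight exposure; Measured by: fluorescence 485/525 nm; Read-out: fibronectin deposition inhibition.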
E-sel inducer – E-selectin induction in HUVECs, primary screen, imaging, HUVEC, immunofluorescence imaging, single point | activation, % at 7.58 µM | actives 0.37% (n = 260,000) | P16581 | AID 686992, 2013 | normalized: neutral wells 0, TNF-alpha wells 100;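 active means mean E-selectin-positive cell signal at least 10% of the positive control, reached in at least 60% of replicates, without over 20% cell loss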;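 further: in these data hits start at about 27%; measured in HUVEC primary endothelial cells; signal is the percent of cells scored E-selectin positive by PE staining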
Target sequence (P16581 whole entry, looked up): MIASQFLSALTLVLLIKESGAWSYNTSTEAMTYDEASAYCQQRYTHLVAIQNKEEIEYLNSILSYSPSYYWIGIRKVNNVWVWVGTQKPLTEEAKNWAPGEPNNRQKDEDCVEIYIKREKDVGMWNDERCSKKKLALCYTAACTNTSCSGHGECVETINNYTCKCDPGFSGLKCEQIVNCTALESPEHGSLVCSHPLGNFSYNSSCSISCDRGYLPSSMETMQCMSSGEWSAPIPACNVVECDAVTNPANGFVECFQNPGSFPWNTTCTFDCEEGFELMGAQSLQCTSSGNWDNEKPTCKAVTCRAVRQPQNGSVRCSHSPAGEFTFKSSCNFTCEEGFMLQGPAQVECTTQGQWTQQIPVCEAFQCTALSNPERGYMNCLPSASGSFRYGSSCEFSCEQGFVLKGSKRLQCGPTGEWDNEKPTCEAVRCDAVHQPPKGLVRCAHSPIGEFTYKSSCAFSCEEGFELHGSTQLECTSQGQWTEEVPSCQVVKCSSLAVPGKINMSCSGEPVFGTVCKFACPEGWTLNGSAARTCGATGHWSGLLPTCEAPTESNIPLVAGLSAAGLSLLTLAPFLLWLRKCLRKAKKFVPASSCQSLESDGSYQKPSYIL
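Test system – human umbilical vein endothelial cells (HUVEC), E-selectin induction · Input – 3,000 HUVEC seeded per well · Buffer or medium – EGM-2, gelatin · Compound dosing – single-point compound dose · Detection – immunofluorescence imaging · Measure – percent E-selectin-positive cells · Controls – TNF-alpha high, DMSO low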
Xi reactivation – activators of inactive X chromosome reactivation, primary screen, imaging, XiGFP fibroblasts, GFP high-content imaging, set 2 | XiGFP mouse fibroblasts, % GFP-positive cells imaging, 3 d; cells co-treated with 5-aza-dC sensitizer; scaled so ellipticine positive control = 100% | activation, % at 7.58 µM | actives 0.055% (n = 360,000);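 active means mean normalized replicate activation at least 10% and every replicate at or above 10%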;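 further: 0% = median of on-plate neutral control wells and 100% = ellipticine 6 µM median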
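Material: SV40-immortalized XiGFP fibroblast cells, line 68-5-11 | Buffer or medium: DMEM containing 5-aza-dC | Dosing: One concentration, pinned | Times: 3 d treatment, 15 min room-temperature fixation | Controls: Ellipticine 6 µM positive control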
RAD52 inh – RAD52 DNA annealing inhibitors, primary screen, biochemical, FRET, single point, set 2 | AID 651710, 2012 | recombinant RAD52 DNA annealing, FRET fluorescence | inhibition, % at 18.7 µM | actives 0.46% (n = 360,000) | DNA repair protein RAD52 homolog (Homo sapiens), P43351;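 active means every replicate showing at least 50% inhibition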
RAD54 branch – inhibitors of human RAD54 branch migration, primary screen, biochemical, fluorescence, single point; actives 0.14% (n = 360,000); inhibition, % at 10.4 µM; DNA repair and recombination protein RAD54-like (Homo sapiens), Q92698; RAD54 Holliday junction branch migration, FAM/BHQ fluorescence;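 active means mean normalized replicate activity at least 40 and at least half of replicates scoring 40 or more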;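 further: 0% = median of neutral control wells and 100% = median of positive control wells; inhibitors cause a drop in the FAM fluorescence signal; in these data hits start at about 50%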
S100A4 inh HTS – inhibitors of S100A4-myosin IIA peptide binding, primary screen, biochemical, fluorescence polarization, TAMRA-MyoIIA peptide; Protein S100-A4 (Homo sapiens), P26447; actives 0.14% (n = 360,000); inhibition, % at 10.7 µM;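 active means mean inhibition of at least 70% across replicates, with every replicate also reaching that level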
Target sequence (P26447 whole entry, looked up): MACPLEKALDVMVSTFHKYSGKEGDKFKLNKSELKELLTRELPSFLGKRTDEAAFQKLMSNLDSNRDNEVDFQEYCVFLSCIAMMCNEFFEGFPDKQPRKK
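Material: S100A4 monomer (human). Medium: Calcium-containing HEPES buffer, pH 7.2. Probe or stimulus: labelled myosin peptide probe, 5 nM. Compound dosing: one concentration per compound. Timing: polarization read 5 min after assay mix addition, stable 5–60 min. Benchmarks: DMSO as neutral control, TFP as positive control.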
EWS-Fli inh – EWS/Fli-driven NR0B1 reporter inhibitors, primary screen, A673 cells, NR0B1 luciferase, luminescence, MLPCN library. viability-normalised. inhibition, % at 12.6 µM. actives 0.67% (n = 350,000);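 active means mean inhibition of at least 50% after viability correction, with every replicate also passing that limit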;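 further: firefly luciferase signal divided by Alamar Blue viability fluorescence both relative to DMSO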
The depositor's hits bear a star. Hits appear at their usual frequency, and some 3% of all compounds hit somewhere here.

Results for CCn1ncc(CN2CCCC(C(=O)Nc3cccc(-c4cc5ccccc5[nH]4)c3)C2)c1C (configuration not stated) ?
esBAF inh: -7; FN deposit inh: 4; E-sel inducer: 1.5; Xi reactivation: 0.7; RAD52 inh: 8; RAD54 branch: 2; S100A4 inh HTS: 3; EWS-Fli inh: 17

How did COc1ccc(S(=O)(=O)N2CCC3(CC2)OCCN3S(=O)(=O)c2c(C)cc(C)cc2C)cc1 do in these assays?
esBAF inh: 0; FN deposit inh: 24; Xi reactivation: -0.1; RAD52 inh: -10; RAD54 branch: 3; S100A4 inh HTS: -1; EWS-Fli inh: 20

Results for CC[C@@H](C)C(C(=O)N1CCN(C(=O)OC(C)(C)C)CC1)n1cc(-c2cn([C@@H](C)C(=O)N3CCN(C(=O)OC(C)(C)C)CC3)nn2)nn1 (some centres not stated) ?
esBAF inh: 6; FN deposit inh: 13; E-sel inducer: -0.1; Xi reactivation: 0.0; RAD52 inh: -12; RAD54 branch: -2; S100A4 inh HTS: 0; EWS-Fli inh: 0

What do the screens show for `C[C@H](CO)N1C[C@H](C)[C@@H](CN(C)S(=O)(=O)c2cn(C)cn2)Oc2ccc(NS(=O)(=O)c3ccc(Cl)cc3)cc2CC1=O`?
esBAF inh: 4; E-sel inducer: -0.4; Xi reactivation: -0.5; RAD52 inh: -10; RAD54 branch: 5; S100A4 inh HTS: 8; EWS-Fli inh: -6

Results for CCC(=O)N1C[C@@H](O)COC[C@@H]2O[C@@H](CC(=O)NCc3ccc(Oc4ccccc4)cc3)CC[C@H]21 ?
esBAF inh: 2; FN deposit inh: 4; E-sel inducer: 0.2; Xi reactivation: 0.3; RAD52 inh: 6; RAD54 branch: 3; S100A4 inh HTS: -2; EWS-Fli inh: 2

Results for COc1cc(/C=C2/SC(=S)N(CC(=O)NC(C)(C)C)C2=O)cc(OC)c1OC ?
esBAF inh: -3; FN deposit inh: -4; Xi reactivation: 0.2; RAD54 branch: -3

Results for CCOC1=NN(c2ccc(Cl)cc2)C(=O)/C1=C\N(C)C ?
FN deposit inh: -10; Xi reactivation: 0.0; RAD52 inh: -5; S100A4 inh HTS: -4; EWS-Fli inh: -5

What do the screens show for `CCOP(=O)(OCC)C(NC(=O)C(F)(F)F)c1ccccc1` (configuration not stated)?
FN deposit inh: 3; E-sel inducer: -2.3; Xi reactivation: 0.1; RAD52 inh: -14; S100A4 inh HTS: -3; EWS-Fli inh: -6

What do the screens show for `COc1ccc(NC(=O)C2(C)Cc3c(-c4cccc(NC(C)=O)c4)ccnc3O2)cc1OC` (configuration not stated)?
esBAF inh: 3; FN deposit inh: -4; E-sel inducer: 0.1; Xi reactivation: 0.1; RAD52 inh: -10; RAD54 branch: 3; S100A4 inh HTS: -5; EWS-Fli inh: 12

How did CN(C)c1nc(NC(C)(C)C)nc(NC(C)(C)C)n1 do in these assays?
FN deposit inh: 2; E-sel inducer: 4.6; Xi reactivation: 0.2; RAD52 inh: 8; S100A4 inh HTS: 3; EWS-Fli inh: 9

What do the screens show for `C[C@@H]1CCCCO[C@@H](CN(C)CC2CC2)[C@@H](C)CN([C@H](C)CO)C(=O)c2cc(NC(=O)c3ccncc3)ccc2O1`?
esBAF inh: -11; E-sel inducer: 0.0; Xi reactivation: 0.2; RAD52 inh: 12; RAD54 branch: -1; S100A4 inh HTS: -13; EWS-Fli inh: -6

Results for COc1ccc(CCc2cc(OC)cc(=O)o2)cc1 ?
esBAF inh: 21; RAD52 inh: -5; RAD54 branch: 2; S100A4 inh HTS: -1; EWS-Fli inh: -13

What do the screens show for `CO[C@H]1CN(C)C(=O)c2cc(NC(=O)NC3CCCCC3)ccc2OC[C@@H](C)N(CC2CC2)C[C@H]1C`?
esBAF inh: -1; FN deposit inh: 8; E-sel inducer: 0.0; Xi reactivation: 0.2; RAD52 inh: 6; RAD54 branch: 12; S100A4 inh HTS: -2; EWS-Fli inh: -3

Results for O=C1[C@@H](Oc2ccccc2)[C@@H](c2ccncc2)N1c1ccccc1 ?
esBAF inh: 2; FN deposit inh: 11; Xi reactivation: 0.0; RAD52 inh: -16; RAD54 branch: -3; S100A4 inh HTS: 18; EWS-Fli inh: 7

What do the screens show for `COc1cc(/C=C2\CC/C(=C\c3cc(OC)c(O)c(OC)c3)C2=O)cc(OC)c1O`?
FN deposit inh: 1; E-sel inducer: 0.2; Xi reactivation: 4.4; RAD52 inh: -36; S100A4 inh HTS: -10; EWS-Fli inh: 28

How did CC(C)(C)c1ccc(C(=O)NCC(=O)N2CCC3(CC2)NCCc2[nH]cnc23)cc1 do in these assays?
esBAF inh: -1; FN deposit inh: -14; Xi reactivation: 0.1; RAD52 inh: -13; RAD54 branch: -1; S100A4 inh HTS: 11

Results for CSc1ccccc1NC(=O)C1CCN(S(C)(=O)=O)CC1 ?
esBAF inh: -12; FN deposit inh: -2; Xi reactivation: 0.0; RAD52 inh: -13; RAD54 branch: -9; S100A4 inh HTS: 2; EWS-Fli inh: 2

How did O=C(Cc1csc(-c2ccc(Cl)cc2)n1)Nc1cccc(S(=O)(=O)NC2=NCCC2)c1 do in these assays?
esBAF inh: 9; FN deposit inh: 5; E-sel inducer: -1.9; Xi reactivation: -0.1; RAD52 inh: -133; RAD54 branch: -4; S100A4 inh HTS: 0; EWS-Fli inh: -22

Results for O=C(O)c1cccc(Cn2c(Cl)c(/C=N/NC(=O)c3ccccc3O)sc2=O)c1 ?
esBAF inh: 8; FN deposit inh: -4; E-sel inducer: 1.1; Xi reactivation: -0.2; RAD52 inh: -29; RAD54 branch: -13; S100A4 inh HTS: -12; EWS-Fli inh: 6

What do the screens show for `CC(=O)N1[C@H](CO)[C@H](c2ccc(C3=CCCC3)cc2)[C@H]1CNC(=O)CN(C)C`?
esBAF inh: -1; FN deposit inh: -7; E-sel inducer: 0.2; Xi reactivation: 0.0; RAD54 branch: -3; EWS-Fli inh: 4

How did CC(=O)N1[C@@H]2Cn3c(cccc3=O)[C@H]1[C@@H](C(=O)N[C@H](C)c1ccccc1)[C@@H]2CO do in these assays?
E-sel inducer: 0.0; Xi reactivation: 0.6; RAD52 inh: -6; S100A4 inh HTS: 13

Results for Cc1ccccc1NCC(=O)N/N=C/c1c(C)c(C(=O)c2ccc(Cl)cc2)n2ccccc12 ?
FN deposit inh: -8; E-sel inducer: 2.4; Xi reactivation: -0.1; RAD52 inh: -27; S100A4 inh HTS: -3; EWS-Fli inh: -5

How did CCC(=O)N1CCCC1(C)C(=O)Nc1ccc(C)c(C)c1 (configuration not stated) do in these assays?
esBAF inh: 1; FN deposit inh: 2; E-sel inducer: 0.4; Xi reactivation: 0.0; RAD52 inh: 1; RAD54 branch: 1; S100A4 inh HTS: 0; EWS-Fli inh: 10

What do the screens show for `O=C(Nc1ccc(Cl)cc1)N1C[C@@H]2[C@H](c3ccccc31)[C@@H](CO)N2CC1CCCCC1`?
esBAF inh: 11; FN deposit inh: 1; E-sel inducer: -0.2; Xi reactivation: -0.1; RAD52 inh: -11; RAD54 branch: -9; S100A4 inh HTS: -12; EWS-Fli inh: -4

How did O=C(NNC(=O)c1ccccn1)c1ccc(OC(F)F)cc1 do in these assays?
esBAF inh: -14; FN deposit inh: 11; Xi reactivation: 0.2; RAD52 inh: -25; RAD54 branch: -13; S100A4 inh HTS: 0; EWS-Fli inh: -23

What do the screens show for `Cc1ccccc1C1CCCN(Cc2nc(CC3CC3)no2)C1` (configuration not stated)?
esBAF inh: 4; FN deposit inh: -1; E-sel inducer: 1.7; Xi reactivation: 0.2; RAD52 inh: -4; RAD54 branch: -1; S100A4 inh HTS: 0; EWS-Fli inh: -4

How did C[C@H]1CCCCO[C@H](CN(C)Cc2ccc3c(c2)OCO3)[C@@H](C)CN([C@@H](C)CO)C(=O)c2cc(N(C)C)ccc2O1 do in these assays?
esBAF inh: 3; E-sel inducer: 1.3; Xi reactivation: 0.3; RAD52 inh: 10; RAD54 branch: -1; S100A4 inh HTS: 15; EWS-Fli inh: 2

What do the screens show for `O=C(c1ccccc1)N1C[C@H]2[C@@H](c3ccccc31)[C@@H](CO)N2S(=O)(=O)c1ccccc1`?
esBAF inh: -1; E-sel inducer: 0.0; Xi reactivation: 0.4; RAD52 inh: 4; RAD54 branch: -3; S100A4 inh HTS: 3; EWS-Fli inh: 0

What do the screens show for `COc1ccc(S(=O)(=O)N2CCCC2)cc1Br`?
esBAF inh: -7; FN deposit inh: 3; Xi reactivation: 0.0; RAD52 inh: -18; RAD54 branch: -9; S100A4 inh HTS: 3; EWS-Fli inh: 10

How did C[C@@H]1CN([C@@H](C)CO)C(=O)c2cc(NS(=O)(=O)c3cn(C)cn3)ccc2O[C@@H](C)CCCCO[C@@H]1CN(C)Cc1ccc2c(c1)OCO2 do in these assays?
esBAF inh: 1; FN deposit inh: 3; E-sel inducer: 0.2; Xi reactivation: 0.2; RAD54 branch: 2; EWS-Fli inh: 7

What do the screens show for `COc1ccc(C(=O)c2sc(Nc3ccccc3F)nc2N)cc1`?
esBAF inh: 40; FN deposit inh: 14; E-sel inducer: -0.1; Xi reactivation: 0.1; RAD52 inh: -1; RAD54 branch: 3; S100A4 inh HTS: -5; EWS-Fli inh: -131

Results for CNC[C@H]1Oc2ccc(NS(=O)(=O)c3cccs3)cc2C(=O)N([C@H](C)CO)C[C@H]1C ?
esBAF inh: 0; FN deposit inh: -7; E-sel inducer: -0.2; Xi reactivation: 0.8; RAD52 inh: -5; RAD54 branch: 1; S100A4 inh HTS: -6; EWS-Fli inh: -8

How did O=C(Nc1cccc(-c2cccc(Cl)c2)c1)C1CCN(Cc2ccon2)CC1 do in these assays?
esBAF inh: -1; FN deposit inh: -2; E-sel inducer: -0.8; Xi reactivation: 0.0; RAD52 inh: -66; RAD54 branch: 4; S100A4 inh HTS: -4; EWS-Fli inh: 14

An excerpt from above in order of molecular weight, rising.
What do the screens show for `Cc1ccccc1C1CCCN(Cc2nc(CC3CC3)no2)C1` (configuration not stated)?
esBAF inh: 4; FN deposit inh: -1; E-sel inducer: 1.7; Xi reactivation: 0.2; RAD52 inh: -4; RAD54 branch: -1; S100A4 inh HTS: 0; EWS-Fli inh: -4

How did CC(=O)N1[C@@H]2Cn3c(cccc3=O)[C@H]1[C@@H](C(=O)N[C@H](C)c1ccccc1)[C@@H]2CO do in these assays?
E-sel inducer: 0.0; Xi reactivation: 0.6; RAD52 inh: -6; S100A4 inh HTS: 13

How did O=C(Nc1cccc(-c2cccc(Cl)c2)c1)C1CCN(Cc2ccon2)CC1 do in these assays?
esBAF inh: -1; FN deposit inh: -2; E-sel inducer: -0.8; Xi reactivation: 0.0; RAD52 inh: -66; RAD54 branch: 4; S100A4 inh HTS: -4; EWS-Fli inh: 14
